# STAT3 inh = inhibitors of IL-6 induced STAT3 signaling; actives 0.89% (n = 190,000); U3A cells, IL-6 STAT3-luciferase reporter, luminescence; host cell line lacks STAT1; AID 862; inhibition, % at 5.5 µM;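 active means inhibition above the mean inhibition across all screened compounds plus 3 SD, cut at about 44% in these data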;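 further: 0% = DMSO only wells and 100% = 100 µM nifuroxazide control wells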
# S1P3 antagonist = antagonists of human S1P3 receptor | actives 0.27% (n = 170,000) | CHO S1P3 NFAT-BLA reporter, FRET fluorescence, antagonist mode | inhibition, % at 4.98 µM | Q99500;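 active means inhibition above the plate cutoff, the mean inhibition of test wells on that plate plus 3 SD, cut at about 28% in these data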;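 further: cells challenged with S1P at its EC80 of 0.8 µM; blue over green emission ratio from cleaved BLA substrate after 4 h stimulation; 0% = S1P-stimulated wells and 100% = unstimulated DMSO-only wells; some compounds past the cut are filed as inactive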
# PPARg SRC1 recr = PPARgamma-driven SRC-1 recruitment agonism | P37231 | PPARgamma-SRC-1 coactivator recruitment biochemical assay | activation, % at 8 µM | actives 0.41% (n = 200,000) | AID 631; in the data active means activation above about 19%;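 further: 0% = DMSO and 100% = reference agonist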
# Target sequence (P37231 whole entry, looked up): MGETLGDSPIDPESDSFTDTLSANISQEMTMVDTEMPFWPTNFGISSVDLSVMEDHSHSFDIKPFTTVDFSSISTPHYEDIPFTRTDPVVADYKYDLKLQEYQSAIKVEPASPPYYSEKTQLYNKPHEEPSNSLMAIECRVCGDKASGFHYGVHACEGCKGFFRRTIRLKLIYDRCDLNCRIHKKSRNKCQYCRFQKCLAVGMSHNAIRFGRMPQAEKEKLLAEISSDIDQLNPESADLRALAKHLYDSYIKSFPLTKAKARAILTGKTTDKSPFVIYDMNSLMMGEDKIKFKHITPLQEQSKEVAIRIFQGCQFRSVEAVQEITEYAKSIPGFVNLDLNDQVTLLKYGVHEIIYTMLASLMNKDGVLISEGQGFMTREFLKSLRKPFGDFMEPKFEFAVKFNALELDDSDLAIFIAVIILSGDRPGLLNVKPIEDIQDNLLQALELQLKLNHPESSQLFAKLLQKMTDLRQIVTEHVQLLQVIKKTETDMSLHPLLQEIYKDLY
# PPARg SRC3 recr = PPARgamma-driven SRC-3 recruitment agonism; P37231; biochemical PPARgamma/SRC-3 coactivator recruitment assay; activation, % at 8 µM; actives 0.26% (n = 200,000); AID 731; in the data active means activation above about 23%;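 further: 0% = DMSO and 100% = reference agonist; some compounds past the cut are filed as inactive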
# PPARg SRC2 recr = agonists of SRC-2 recruitment by human PPARgamma; P37231; PPARgamma LBD-SRC-2 recruitment, biochemical; activation, % at 8 µM; actives 0.34% (n = 200,000); in the data active means activation above about 22%;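 further: 0% = vehicle and 100% = reference agonist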
# STAT1 inh = inhibitors of IFN-gamma induced STAT1 signaling; NIH 3T3 STAT1-luciferase reporter, luminescence; inhibition, % at 5.5 µM; actives 0.35% (n = 200,000); AID 920;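 active means inhibition above a set limit, the mean inhibition across all tested compounds plus 3 SD, cut at about 34% in these data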;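 further: 0% = IFN-gamma with DMSO and 100% = IFN-gamma with 300 µM nifuroxazide; values of inactives mirror those of a sister screen read the other way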
# RAM network inh = inhibitors of the yeast RAM network | actives 1.8% (n = 190,000) | AID 868 | S. cerevisiae dse1pr::URA3 reporter, 5-FOA growth OD615, 2 d; analog-sensitive cbk1-as2 kinase mutant strain | inhibition, % at 50 µM;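 active means inhibition above a set limit, 3 SD over mean compound inhibition, cut at about 8.4% in these data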;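 further: 0% = DMSO-only wells with no growth and 100% = 10 µM 1-NA-PP1 full growth; inhibition rescues growth on 5-FOA so higher OD means more RAM inhibition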
# TR-FRET SRC-2 ct = counter-screen for PPARgamma SRC-2 recruitment agonists: TR-FRET artefact. AID 1049. actives 0.4% (n = 200,000). TR-FRET ratio at 8 µM. active compounds read high; in the data active means TR-FRET ratio above about 2000; further: inactives centre near 1500
# ROMK primary = human ROMK K+ channel modulation, primary screen; AID 1918; actives 2% (n = 130,000); Tet-inducible ROMK, thallium flux fluorescence; actives lie on both sides; B-score at 10 µM; P48048;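 active means signal ratio slope over the read window, or its plate-corrected B-score, at least 3 SD from the plate mean, either direction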;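 further: B-score of the F/F0 ratio slope over 7 to 12 s after thallium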
# Target sequence (P48048 whole entry, looked up): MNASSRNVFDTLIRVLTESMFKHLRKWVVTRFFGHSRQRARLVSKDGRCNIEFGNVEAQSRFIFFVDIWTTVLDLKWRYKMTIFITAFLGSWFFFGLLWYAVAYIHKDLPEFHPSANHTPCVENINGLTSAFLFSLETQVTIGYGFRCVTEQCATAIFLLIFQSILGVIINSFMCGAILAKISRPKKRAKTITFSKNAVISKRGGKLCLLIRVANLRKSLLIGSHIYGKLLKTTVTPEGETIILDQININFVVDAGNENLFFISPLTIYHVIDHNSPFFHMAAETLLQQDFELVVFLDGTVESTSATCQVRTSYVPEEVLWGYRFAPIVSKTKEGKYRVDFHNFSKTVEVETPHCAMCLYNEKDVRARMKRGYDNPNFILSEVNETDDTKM
# STAT3 act = activators of IL-6 induced STAT3 signaling | actives 0.91% (n = 190,000) | U3A cells, IL-6 STAT3-luciferase reporter, luminescence; 100% = signal with IL-6 EC80 alone | activation (% of control), % at 5.6 µM;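 active means activation above the screen-wide mean of compound activation plus 3 SD, cut at about 130% in these data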;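 further: 0% = background luminescence of wells with medium and substrate only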
#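 Material: STAT3-luciferase reporter U3A cells. Controls: IL-6-treated wells, 100% activation. Read-out: % activation versus median of IL-6-stimulated wells. Probe or stimulus: IL-6 stimulus at 33 ng/mL final. Timing: compound 1 h, then IL-6 6 h at 37 °C. Signal: reporter luminescence signal.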
# TLR4-MyD88 BLA = blocks binding of human TLR4 to MyD88. HeLa CL3-4 TLR4/MyD88 BLA complementation, FRET ratio. inhibition, % at 8.4 µM. actives 0.18% (n = 200,000); in the data active means inhibition above about 25%;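 further: 0% = vehicle and 100% = reference inhibitor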
# Active calls of the source: *; . = no result given.
mol	RAM network inh	PPARg SRC1 recr	PPARg SRC2 recr	STAT1 inh	S1P3 antagonist	STAT3 act	TLR4-MyD88 BLA	PPARg SRC3 recr	STAT3 inh	ROMK primary	TR-FRET SRC-2 ct
CCOc1ccccc1C(=O)NCCC(=O)O	-0.9	-5	2	3	-31	101	7	-6	1	.	1318
Cc1c(C(C)C)c(=O)n(-c2ccc(S(=O)(=O)N3CCOCC3)cc2)n1C	1.8	-13	-4	2	-12	103	0	2	-1	0.039	1526
c1cnc(N2CCN(Cc3c[nH]c4ccccc34)CC2)nc1	0.7	1	1	2	-10	116	-1	1	-13	-1.3	1465
COCC(C)NC(=O)c1ccc(N(C)C)cc1 (configuration not stated)	-0.2	-4	6	0	-39	94	-3	-2	12	.	1664
CCN(CC)C(=O)c1sc(NC(=O)c2ccc(Br)o2)c(C(=O)OC)c1C	5.8	-4	3	3	.	97	-15	-1	10	0.0055	1417
O=C(NC1CCCCC1)C(c1cccnc1)N(C(=O)c1csnn1)C1CCCC1 (configuration not stated)	0.2	10	15	5	.	101	-5	1	0	0.43	1439
O=C(c1ccccc1)N1N=C(c2ccccc2)CC1c1ccccc1[N+](=O)[O-] (configuration not stated)	5.6	1	7	9	0	108	-12	1	-8	-0.68	1571
Cc1ccc(S(=O)(=O)CC(C)N2CCOCC2)c(S(=O)(=O)CC(C)N2CCOCC2)c1 (configuration not stated)	1.0	6	-1	-5	9	101	7	-11	3	.	1422
CCN(CC)S(=O)(=O)c1cccc(C(=O)Nc2cccnc2)c1	0.4	4	5	-3	14	97	-12	-8	6	0.069	1489
CN(C)C(=O)/C(=C\c1ccncc1)NC(=O)c1ccccc1	0.7	-10	-8	3	-8	104	-3	3	0	0.82	1264
COc1cc2c(cc1OC)C(c1ccc(-c3cc(Cl)ccc3Cl)o1)=NCC2	0.4	2	10	18	.	77	-2	2	26	-0.75	1358
N/C(=N\OC(=O)c1cc(-c2ccccc2)nc2ccccc12)c1cccnc1	4.3	1	3	1	-5	98	-7	3	10	0.086	1471
O=C(COc1ccccc1)N1CCN(c2nnc(-c3ccccc3)c3ccccc23)CC1	1.1	0	4	-4	7	104	-5	-2	-1	.	1475
O=C(CN(c1ccc(Cl)cc1)S(=O)(=O)c1ccc(Cl)c([N+](=O)[O-])c1)NCCc1ccccc1	8.4*	-1	4	0	15	106	9	-4	-1	1.5	1514
COc1ccccc1C(=O)NCC(=O)N/N=C/c1cc(Br)ccc1OCc1ccccc1	1.1	-3	-7	-3	1	101	9	1	3	0.57	1390
O=C(O)c1ccc(COc2ccccc2/C=C2/NC(=O)N(c3cccc(Cl)c3)C2=O)cc1	2.8	-9	-1	-2	-12	98	-7	-2	1	.	1455
Cc1ccc(C)c(N(CC(=O)NN=C2CCN(C)CC2)S(=O)(=O)c2ccccc2)c1	-0.4	-1	0	0	1	103	7	8	-6	-0.13	1589
COc1ccccc1OP(=O)(O)Oc1ccccc1OC	1.9	5	5	-2	3	99	-11	1	2	0.14	1580
O=Cc1ccc(-c2ccc(F)cc2)o1	1.9	-6	-1	-12	-9	106	3	0	6	-0.42	1375
O=C(C1CC1)N1CCc2cc(S(=O)(=O)N(CCO)Cc3ccccc3)ccc21	0.2	7	-5	-7	-27	102	-9	5	0	-2.5	1646
COc1ccc(CCNC(=O)CSc2nc3[nH]ncc3c(=O)n2-c2ccc(C)c(Cl)c2)cc1OC	-0.9	1	5	0	-2	96	-2	1	12	-0.064	1843
COc1ccc(N2CC(C(=O)Nc3ccc(F)cc3F)CC2=O)cc1 (configuration not stated)	1.5	9	6	-3	0	98	-3	-1	5	.	1517
Oc1ccccc1N1CCN(C(=S)NCCc2ccccc2)CC1	1.9	6	2	-8	-11	100	9	-1	4	-0.041	1478
COC(=O)[C@H](C)NC(=O)Nc1cccc(C(F)(F)F)c1	1.3	-7	0	2	-9	100	11	3	4	.	1476
COc1ccc(Oc2nc(C(F)(F)F)nc3ccccc23)cc1	5.0	0	7	4	.	86	-9	-3	22	.	1641
COc1ccc(NS(=O)(=O)c2cccc(NC(=O)CCC(=O)c3ccc(Cl)cc3)c2)cc1	7.2	1	5	8	5	84	4	5	16	.	1516
COc1cnc(-c2ccccn2)nc1Oc1cccc(Cl)c1	-0.5	10	1	0	.	98	3	4	8	.	1555
Cc1ccc(NC(=O)C(C)c2ccc([N+](=O)[O-])cc2)cc1Cl (configuration not stated)	-0.5	-3	0	-2	49*	103	-14	7	-9	.	1391
O=C(CSc1ccsc1[N+](=O)[O-])NC1CCCC1	2.1	5	-2	-10	4	105	10	1	-3	0.41	1659
O=C(Cc1ccccc1)Nc1ccccc1N1CCN(c2ccccc2)CC1	0.0	-1	-3	-3	15	98	1	-15	5	0.0055	1534
Cn1cc(Br)c(C(=O)NC2C3CC4CC(C3)CC2C4)n1 (configuration not stated)	0.6	7	8	-51	.	108	3	9	-10	.	1605
C/C(=C\c1ccco1)CN1CCC(N2CCC(C(=O)N3CCOCC3)CC2)CC1	-1.4	2	-1	4	3	110	-1	2	-7	.	1508
O=C(O)c1cc2c(s1)CCCC2	-1.0	3	10	-8	18	110	-5	8	-12	.	1611
Cc1cc(=O)n2[nH]c(SCc3ccccc3)nc2n1	0.1	-1	8	6	.	96	-18	5	4	-0.82	1599
N#Cc1ccc(COC(=O)CSc2nnc(C3CCCCC3)n2N)cc1	-1.3	2	-1	1	-22	105	1	-12	-3	-0.25	1487
CN(C)CCNc1oc(COc2cccc(Cl)c2)nc1C#N	-0.3	-1	7	6	2	102	-8	6	1	-0.37	1558
COc1cc(C2C(C#N)=C(N)Oc3n[nH]c(C)c32)cc2c1OCO2 (configuration not stated)	2.4	-2	14	-9	-44	103	2	0	2	.	1603
C#CCNC(=O)c1cc2sccc2n1C	2.7	2	0	2	-11	96	-6	0	5	-0.99	1785
CCOC(=O)N1CCN(CCC(=O)c2ccc(OC)cc2)CC1	1.2	3	5	3	-7	99	2	11	1	1.1	1689
COc1ccc(/C=C/C(=O)C(C(N)=O)=C2SCCS2)cc1	-0.1	-2	6	9	-10	96	-13	2	1	.	1503
CCOC(=O)CSc1nc2ccccc2n1CC(=O)NC(C)(C)C	-0.6	-4	-1	-1	-8	104	3	7	0	-1.1	1476
Cc1sc2nc(CSc3ccccc3)nc(N3CCN(C)CC3)c2c1C	0.5	-5	-8	5	-13	87	12	-3	19	0.022	1553
O=C(c1cc(S(=O)(=O)Nc2ccccc2F)c(Cl)cc1Cl)N1CCN(CCO)CC1	1.5	-2	-8	-11	-15	104	-12	-8	-3	0.81	1533
Cc1ccc(C(=O)OCC(=O)NCCN2C(=O)CSC2=O)cc1	0.0	-6	-7	2	-15	95	9	2	5	-0.49	1431
N#CCc1ccc(NS(=O)(=O)c2cccs2)cc1	1.0	4	4	-4	3	102	-5	0	4	-0.84	1539
CSc1nsc(SC)c1NC(=O)Nc1ccccn1	1.2	17	-7	-6	-14	103	9	6	2	.	1584
CC(C)N(CCNC(=O)c1oc(=O)c2ccccc2c1-c1ccccc1)Cc1ccco1	2.4	1	-2	2	-8	103	4	0	-2	.	1516
CCn1c(CNC(=O)COc2ccc(C(C)C)cc2)nnc1SCC(=O)NC1CCCCC1C (configuration not stated)	6.8	-1	-1	-4	.	99	-15	0	5	.	1584
Cc1cn(C2CC3OCC3O2)c(=O)[nH]c1=O (configuration not stated)	0.0	-3	7	-1	2	102	-1	1	0	.	1527
CCc1nc2c(sc3nc4c(cc32)COC(C)(C)C4)c(=O)n1CCN(CC)CC	0.6	5	-3	-3	-18	105	6	5	1	-0.49	1626
O=C(O)c1cc(-c2ccc(/C=N/Nc3ccc(Cl)cc3)o2)ccc1Cl	4.2	5	8	-3	.	116	-8	2	-15	.	1453
COCCOc1cnn(-c2cc(Oc3ccc(C)cc3)ncn2)c(=O)c1Cl	0.7	4	9	-2	.	95	-14	7	6	-1.3	1561
Cc1ccc(Cl)cc1NC(=S)NCc1cccn1C	3.8	-2	-3	6	0	95	7	2	4	-0.17	1567
NNC(=O)c1ccc(O)cc1O	0.0	-2	3	-4	11	94	-1	0	6	-0.13	1718
CC(C)CCNC(=O)Cn1cc2c(n1)CCCCC2	1.9	9	2	-3	-3	100	3	6	0	.	1531
COc1ccccc1/C=C/C(=O)OC(C)CN1CCOCC1 (configuration not stated)	1.2	2	-5	-8	.	111	2	6	-7	-0.37	1519
CNCCCOc1ccc(C)cc1OC	1.0	3	8	0	-6	95	-5	6	13	0.85	1498
O=S(=O)(c1cc(Cl)ccc1Cl)n1cccn1	3.3	7	-2	1	9	96	-1	0	9	-0.67	1462
CC(=O)Nc1ccc(NC(=O)CCCc2c[nH]c3ccccc23)cc1	0.7	9	3	-4	-11	105	6	-1	0	-0.35	1544
CCOc1ccc(C2c3c(oc4ccccc4c3=O)C(=O)N2CCCN2CCOCC2)cc1OCC (configuration not stated)	0.8	1	-3	-6	1	98	-1	3	12	.	1524

# More compounds.
mol	RAM network inh	PPARg SRC1 recr	PPARg SRC2 recr	STAT1 inh	S1P3 antagonist	STAT3 act	TLR4-MyD88 BLA	PPARg SRC3 recr	STAT3 inh	ROMK primary	TR-FRET SRC-2 ct
COC(=O)CN(Cc1ccco1)S(=O)(=O)c1ccccc1	1.6	8	4	2	21	107	4	8	-5	0.0045	1584
CCOC(=O)N1CCC(NC(=O)c2ccc3c(c2)sc2nc(-c4ccccc4)cn23)CC1	4.0	-3	-1	-27	48	88	0	2	16	.	1683
O=c1[nH]c2sc3c(c2c2nncn12)CCCC3	1.4	4	7	4	6	96	-8	7	11	.	1686
CC1CC(C)CN(CCCNC(=O)c2ccc3c(c2)NC(=O)C(N2CCCCC2)S3)C1 (configuration not stated)	-0.8	-1	-1	7	-8	105	1	1	-4	.	1502
COCc1cc(C)nc2sc3c(=O)oc(C)nc3c12	1.3	20*	13	-2	3	99	-9	3	6	.	1809
O=C(CCCc1nc2ccccc2s1)NCc1cccnc1	0.5	10	9	5	-11	100	-8	3	6	-0.37	1785
COC(=O)C1CCN(c2cc(=O)n(-c3ccc(OC)cc3)c(=O)[nH]2)CC1	-0.7	3	4	-3	-15	97	-2	1	4	.	1608
COc1ccc(C(=O)OCn2nnc3ccccc3c2=O)cc1OC	8.8*	7	4	8	27	112	-1	7	-7	0.044	1640
Oc1ccc(N=Cc2cc(Br)c(N3CCOCC3)o2)cc1	0.9	-6	0	-10	-16	95	-5	6	6	0.46	1652
